Source: PubChem
USP8 block – blocks human USP8 ubiquitin-rhodamine cleavage; AID 1645853; 4.2% of 47,000 active; inhibition, % at 20 µM; purified USP8, Ub-rhodamine cleavage fluorescence, 30 min
UCHL1 inh – inhibitors of human UCHL1 deubiquitinase | purified UCHL1, Ub-rhodamine cleavage fluorescence | inhibition, % at 20 µM | P09936 | 0.2% of 47,000 active
USP30 inh – blocks human USP30 ubiquitin-rhodamine cleavage; 5.3% of 47,000 active; AID 1645860; Q70CQ3; purified USP30, Ub-rhodamine cleavage fluorescence; inhibition, % at 25 µM
USP7 block – human USP7 deubiquitinase inhibition; 0.3% of 47,000 active; purified USP7, Ub-rhodamine cleavage fluorescence; Q93009; inhibition, % at 20 µM
USP10 inh – blocks human USP10 ubiquitin-rhodamine cleavage | Q14694 | purified USP10, Ub-rhodamine fluorescence, 60 min | inhibition, % at 20 µM | 1.1% of 47,000 active | AID 1645856
USP17 inh – blocks human USP17 ubiquitin-rhodamine cleavage; A8MUK1; purified USP17, Ub-rhodamine cleavage fluorescence, 3 h; inhibition, % at 50 µM; 6.5% of 47,000 active
OTUD3 block – human OTUD3 deubiquitinase inhibition | AID 1645858 | 0.7% of 47,000 active | purified OTUD3, Ub-rhodamine fluorescence, 2 h | inhibition, % at 25 µM | Q5T2D3
USP28 block – human USP28 deubiquitinase inhibition; 3% of 47,000 active; purified USP28, Ub-rhodamine cleavage fluorescence, 30 min; Q96RU2; inhibition, % at 25 µM
Target sequence (Q96RU2 whole entry, looked up): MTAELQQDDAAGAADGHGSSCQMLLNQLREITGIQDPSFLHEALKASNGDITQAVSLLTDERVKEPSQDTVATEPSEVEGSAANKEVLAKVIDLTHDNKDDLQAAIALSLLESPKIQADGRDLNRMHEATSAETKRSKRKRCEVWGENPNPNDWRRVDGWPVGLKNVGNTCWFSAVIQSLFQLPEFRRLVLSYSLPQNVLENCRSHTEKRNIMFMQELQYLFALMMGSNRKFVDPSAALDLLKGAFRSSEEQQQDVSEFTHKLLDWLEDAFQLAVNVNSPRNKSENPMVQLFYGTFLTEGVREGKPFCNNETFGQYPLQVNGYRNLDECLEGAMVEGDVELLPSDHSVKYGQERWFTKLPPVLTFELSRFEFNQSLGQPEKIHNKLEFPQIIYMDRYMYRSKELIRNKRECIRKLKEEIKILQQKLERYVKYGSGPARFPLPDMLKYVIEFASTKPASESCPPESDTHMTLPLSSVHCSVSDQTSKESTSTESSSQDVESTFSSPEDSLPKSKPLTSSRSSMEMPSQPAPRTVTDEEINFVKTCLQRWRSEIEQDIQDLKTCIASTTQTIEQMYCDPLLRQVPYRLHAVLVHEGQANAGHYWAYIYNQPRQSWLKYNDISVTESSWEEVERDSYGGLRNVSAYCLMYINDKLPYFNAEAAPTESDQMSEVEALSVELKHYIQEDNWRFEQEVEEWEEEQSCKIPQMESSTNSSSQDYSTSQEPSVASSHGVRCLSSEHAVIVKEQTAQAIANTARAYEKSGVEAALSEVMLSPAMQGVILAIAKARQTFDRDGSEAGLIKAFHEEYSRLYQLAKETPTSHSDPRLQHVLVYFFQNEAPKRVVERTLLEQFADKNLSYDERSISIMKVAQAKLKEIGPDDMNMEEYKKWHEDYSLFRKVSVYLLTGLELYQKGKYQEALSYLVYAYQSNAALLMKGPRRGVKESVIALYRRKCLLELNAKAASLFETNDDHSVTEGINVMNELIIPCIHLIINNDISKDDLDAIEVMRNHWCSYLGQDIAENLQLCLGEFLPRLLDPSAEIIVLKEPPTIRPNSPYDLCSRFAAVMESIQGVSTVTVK
* hit, by the source's call; i = inactive; nt = no result given. Rule as the data show it: active = inhibition above about 30%; inactive = the rest.

1. CCOc1ccc(-c2cc(C(=O)N3CCN(c4cccc(C(F)(F)F)c4)CC3)[nH]n2)cc1
2. c1coc(C(CNc2ncnc3sccc23)N2CCCCC2)c1 (stereo not drawn)
3. COC(=O)c1ccccc1N/C=C/c1nccc2c1cnc1c(C#N)cnn12
4. NC(=O)c1cccc(NC(=O)c2cccc(Oc3ccccc3)c2)c1
5. O=C(NCCc1ccccc1)N1CC[C@@H]2CNS(=O)(=O)[C@@H]2CC1
6. Cc1ccc(C)c(CSc2nnc(C3CCCN3)o2)c1 (stereo not drawn)
Compound,1,2,3,4,5,6
USP8 block,2,-17,23,10,-28,-13
UCHL1 inh,0,-25,-8,-1,6,1
USP30 inh,-8,-210,-20,-4,19,11
USP7 block,3,-19,1,-41,5,-4
USP10 inh,-1,-15,-7,-3,2,0
USP17 inh,1,-87,16,6,4,nt
OTUD3 block,8,-57,12,-4,13,-9
USP28 block,0,-42,-6,15,10,-7

7. O=C(Nc1cccc(Cl)c1F)c1cnc(-c2ccccc2)nc1-c1ccncc1
8. CC(=O)N1CCC2(CC1)Nc1ccccc1NC2=O
9. Cc1ccc(C(=O)NCCc2nc3cccnc3n2C)cc1F
10. CC(O)[C@H](NC(=O)C1(c2ccccc2)CCN(C(=O)[C@@H]2CCCN2C(=O)OC(C)(C)C)CC1)C(=O)O (stereo partly drawn)
11. COc1cccc(CN2CCCC(C(=O)N3CCc4ccccc4C3)C2)c1 (stereo not drawn)
12. CC(NC(=O)C1CCCN(c2cnc3nccnc3c2)C1)c1ccccc1 (stereo not drawn)
Compound,7,8,9,10,11,12
USP8 block,2,17,-9,4,-1,-125
UCHL1 inh,-27,-5,-5,0,2,-69
USP30 inh,i,-24,-29,3,17,i
USP7 block,-11,-3,-5,-2,0,-67
USP10 inh,-4,-5,-8,-1,-4,-3
USP17 inh,-126,-8,-14,8,8,-141
OTUD3 block,-117,-16,-9,-2,20,-139
USP28 block,-147,-16,-4,-1,28,-136

13. O=C(NC1CC1)c1nc(C(=O)N2CCN(c3ccccc3F)CC2)cs1
14. CC(=O)c1cccc(NC(=O)c2cnn(-c3ccc(C)cc3C)c2C2CCNCC2)c1
15. COc1ccc(-c2ocnc2C(=O)Nc2cccc(Cl)c2C)cc1OC
16. Cc1nonc1NC(=O)CN1CCC(C2CC=CCN(Cc3ccc(F)cc3)C2=O)CC1 (stereo not drawn)
17. O=C(CCc1nc(CSc2nnc(-c3ccccc3)o2)no1)Nc1ccc(F)cc1
18. COc1ccc(C)cc1NS(=O)(=O)c1ccc2c(c1)NC(=O)CC(=O)N2
Compound,13,14,15,16,17,18
USP8 block,-4,-181,-23,-17,-88,7
UCHL1 inh,0,-2,-2,-3,-5,2
USP30 inh,2,-79,58*,-41,-113,-200
USP7 block,0,-4,1,-8,-8,1
USP10 inh,-1,-1,-2,-1,-9,-3
USP17 inh,-7,18,28,-9,-38,1
OTUD3 block,-1,-31,-6,-15,-21,10
USP28 block,-7,-17,0,-8,-38,11

19. Cc1ccc(S(=O)(=O)N(CC(=O)N2CCc3ccccc32)c2ccccc2)cc1
20. Cc1nccc(-c2sc(C3CCN(C(=O)c4cscn4)CC3)nc2C)n1
21. COc1cccc(C(=O)NCC(c2cccc3ccccc23)N2CCOCC2)c1 (stereo not drawn)
22. O=C(Cc1ncc(C(F)(F)F)cc1Cl)N1CCN(c2cccc(Cl)c2)CC1
23. Cc1nc(-c2cc(S(=O)(=O)N3CCCC3)c(C)n2C)sc1C(=O)N1CCCCC1
24. O=C(Nc1cccc(-c2nc(-c3cccc(C(=O)N4CCOCC4)c3)no2)c1)c1ccco1
Compound,19,20,21,22,23,24
USP8 block,2,22,-5,-4,-5,4
UCHL1 inh,4,0,-1,-2,-1,1
USP30 inh,-4,17,-5,-2,-15,-45
USP7 block,6,3,0,-5,1,4
USP10 inh,6,0,-1,0,0,0
USP17 inh,17,11,nt,0,-1,0
OTUD3 block,2,12,-13,0,-2,-11
USP28 block,0,6,-13,-6,-12,-19

25. COC(=O)c1ccc(CNC(=O)c2cc3ccccc3oc2=O)cc1
26. Cc1csc2nc(COC(=O)c3ccccc3NC(=O)C(C)C)cc(=O)n12
27. CCc1ccccc1OCCCn1c(-c2ccc(Cl)cc2)nc2ccccc2c1=O
28. Cc1noc(C2CN(C(=O)c3cc(-c4ccc(F)cc4)nn3C)C2)n1
29. CCCSc1nc(NC2CCCCC2)c2c3c(sc2n1)COC(C)(CC)C3 (stereo not drawn)
30. CC(C)c1cc(C(=O)Nc2ccccc2)c2cnn(C(C)C)c2n1
Compound,25,26,27,28,29,30
USP8 block,0,0,-93,-20,9,4
UCHL1 inh,2,0,-2,-1,3,8
USP30 inh,nt,-39,5,4,-10,15
USP7 block,7,1,2,0,6,10
USP10 inh,6,-2,1,-1,4,4
USP17 inh,62*,11,-19,-8,1,13
OTUD3 block,2,-1,-7,-1,7,7
USP28 block,nt,-4,-13,0,4,13

31. CC(NC(=O)Cc1cccc2ccccc12)c1ccc(Cl)cc1 (stereo not drawn)
32. Cc1cc2ncc(-c3ccsc3)c(N)n2n1
33. CCc1cc(=O)oc2cc(OCC(=O)NCc3ccccn3)ccc12
34. Cc1nc2sc3c(c2c2nc(CCC(=O)O)nn12)CC(C)CC3 (stereo not drawn)
35. O=C(CCCCCn1c(=O)c2sccc2n(CC(=O)c2ccc(Cl)c(Cl)c2)c1=O)NCc1ccc2c(c1)OCO2
36. O=C(Cn1cncc(C(=O)NC2CCCC2)c1=O)Nc1cccc(F)c1
Compound,31,32,33,34,35,36
USP8 block,7,2,0,4,89*,3
UCHL1 inh,4,-1,-6,2,-2,-1
USP30 inh,-11,-8,-3,13,6,0
USP7 block,-63,-30,-3,6,13,0
USP10 inh,1,2,-4,2,46*,0
USP17 inh,3,-5,0,6,20,82*
OTUD3 block,13,3,-2,5,19,-3
USP28 block,12,-2,-11,1,3,-4

37. O=S(=O)(c1ccccc1)c1nnn2c1nc(NCc1ccc(Cl)cc1)c1ccccc12
38. CN(C(=O)Cn1cccc(S(=O)(=O)N2CCCC2)c1=O)c1ccccc1
39. Cc1ccc2c(c1)CCCN2C(=O)c1cn(-c2ccccc2)nc1-c1ccc(C)o1
40. C/C=C/[C@@H]1C=C[C@@H]2C[C@H](C)CC[C@H]2[C@]1(C)C(O)=C1C(=O)[C@H](CO)N(C)C1=O
41. Cc1n[nH]c(C)c1CC(=O)NC(C)c1nc2ccccc2[nH]1 (stereo not drawn)
42. COc1cccc(CN2CCN(C(=O)c3c(Cl)cnn3C)CC2)c1
Compound,37,38,39,40,41,42
USP8 block,2,-28,9,-286,6,0
UCHL1 inh,0,-10,5,-58,3,-1
USP30 inh,19,-68,-49,24,15,13
USP7 block,7,-8,7,-53,2,2
USP10 inh,8,-14,-3,-5,0,3
USP17 inh,42*,-30,-29,27,25,6
OTUD3 block,10,-21,3,13,9,6
USP28 block,9,-40,3,16,0,0

43. Cc1ccc(C(=O)Nc2ncc3c(n2)CC(C)(C)CC3=O)cc1
44. O=C(NCC(c1cccnc1)N1CCc2ccccc2C1)c1ccc(F)cc1 (stereo not drawn)
45. O=C(Nc1ccc(N2CCOCC2)cc1)c1ccc(CO)cc1
46. O=c1[nH]c2cc(-c3noc(-c4ccncc4)n3)ccc2n1C1CCCC1
47. COc1cc(C#N)ccc1OCC(=O)Nc1ccccc1Oc1ccccc1
48. CCc1nncn1C1CCN(C(=O)c2cc(F)ccc2Cl)CC1
Compound,43,44,45,46,47,48
USP8 block,12,9,1,6,0,7
UCHL1 inh,6,-2,1,-5,-3,2
USP30 inh,37*,-43,10,-23,8,14
USP7 block,5,-5,4,-1,3,7
USP10 inh,1,-4,0,-5,9,1
USP17 inh,20,-7,9,3,-4,14
OTUD3 block,7,-11,12,-3,-4,12
USP28 block,12,-8,13,-1,0,0

Ordered by molar mass (ascending): part of the list above.
8. CC(=O)N1CCC2(CC1)Nc1ccccc1NC2=O
6. Cc1ccc(C)c(CSc2nnc(C3CCCN3)o2)c1 (stereo not drawn)
41. Cc1n[nH]c(C)c1CC(=O)NC(C)c1nc2ccccc2[nH]1 (stereo not drawn)
2. c1coc(C(CNc2ncnc3sccc23)N2CCCCC2)c1 (stereo not drawn)
34. Cc1nc2sc3c(c2c2nc(CCC(=O)O)nn12)CC(C)CC3 (stereo not drawn)
25. COC(=O)c1ccc(CNC(=O)c2cc3ccccc3oc2=O)cc1
33. CCc1cc(=O)oc2cc(OCC(=O)NCc3ccccn3)ccc12
36. O=C(Cn1cncc(C(=O)NC2CCCC2)c1=O)Nc1cccc(F)c1
Compound,8,6,41,2,34,25,33,36
USP8 block,17,-13,6,-17,4,0,0,3
UCHL1 inh,-5,1,3,-25,2,2,-6,-1
USP30 inh,-24,11,15,-210,13,nt,-3,0
USP7 block,-3,-4,2,-19,6,7,-3,0
USP10 inh,-5,0,0,-15,2,6,-4,0
USP17 inh,-8,nt,25,-87,6,62*,0,82*
OTUD3 block,-16,-9,9,-57,5,2,-2,-3
USP28 block,-16,-7,0,-42,1,nt,-11,-4

15. COc1ccc(-c2ocnc2C(=O)Nc2cccc(Cl)c2C)cc1OC
18. COc1ccc(C)cc1NS(=O)(=O)c1ccc2c(c1)NC(=O)CC(=O)N2
39. Cc1ccc2c(c1)CCCN2C(=O)c1cn(-c2ccccc2)nc1-c1ccc(C)o1
7. O=C(Nc1cccc(Cl)c1F)c1cnc(-c2ccccc2)nc1-c1ccncc1
27. CCc1ccccc1OCCCn1c(-c2ccc(Cl)cc2)nc2ccccc2c1=O
17. O=C(CCc1nc(CSc2nnc(-c3ccccc3)o2)no1)Nc1ccc(F)cc1
Compound,15,18,39,7,27,17
USP8 block,-23,7,9,2,-93,-88
UCHL1 inh,-2,2,5,-27,-2,-5
USP30 inh,58*,-200,-49,i,5,-113
USP7 block,1,1,7,-11,2,-8
USP10 inh,-2,-3,-3,-4,1,-9
USP17 inh,28,1,-29,-126,-19,-38
OTUD3 block,-6,10,3,-117,-7,-21
USP28 block,0,11,3,-147,-13,-38

Remaining list, next part.
49. CC(=O)N1Cc2ccccc2CC2(CCN(Cc3ccccc3)CC2)C1
50. O=C(NCCC1=CCCCC1)C1CCCN(c2ccc(N3CCOCC3)nn2)C1 (stereo not drawn)
51. O=c1cc(O)c2cc([N+](=O)[O-])ccc2n1CCc1ccccc1
52. O=C(Nc1ccc2c(c1)OCCO2)c1ccc(N2CCCCC2)nn1
53. Cc1cc(C)cc(NS(=O)(=O)c2cc3n(c2)CCN(C)C3=O)c1
54. Cc1ccc(NC(=O)Cn2cc(C(=O)N3CCCCC3)c(=O)c3ccc(C)nc32)cc1
Compound,49,50,51,52,53,54
USP8 block,-102,-16,-221,0,0,8
UCHL1 inh,1,-2,5,4,0,-2
USP30 inh,10,-6,16,2,1,11
USP7 block,2,-2,0,0,-1,-2
USP10 inh,5,0,14,3,-1,-7
USP17 inh,-4,0,21,18,nt,-3
OTUD3 block,10,-6,24,5,-3,5
USP28 block,10,-4,6,59*,-11,1

55. O=C(Nc1nc2ccc(F)cc2s1)c1cc(Cl)sc1Cl
56. CC(C)(C)C(=O)N1CCC2(COCc3cnc(NCc4ccco4)nc32)C1 (stereo not drawn)
57. O=C(CSc1ncnc2c1cnn2-c1ccc(Cl)cc1)Nc1ccc(F)cc1F
58. COc1ccc(C(=O)Nc2cccc(OCc3cc(=O)n4ccc(C)cc4n3)c2)cc1OC
59. Cc1cc(C)n(-c2ccc(C(=O)NCC(c3ccccc3)c3c[nH]c4ccccc34)cc2)n1 (stereo not drawn)
60. Cc1ccccc1C(=O)N1CCN(Cc2cc(=O)n3ccccc3n2)CC1
Compound,55,56,57,58,59,60
USP8 block,70*,11,-4,-14,0,-117
UCHL1 inh,0,2,-3,-12,9,0
USP30 inh,-4,2,17,-146,-20,0
USP7 block,15,1,0,-12,3,3
USP10 inh,26,-3,1,-4,0,0
USP17 inh,3,2,9,4,5,-17
OTUD3 block,1,14,3,-31,-2,2
USP28 block,5,10,7,-56,0,-1

61. COc1cccc(C(=O)N2CCN(Cc3cc(=O)c4ccccc4[nH]3)CC2)c1
62. Nc1nc(-c2ccc3c(c2)NC(=O)CO3)cs1
63. Cn1nc(-c2ccccc2)c2c1C[C@@H]1CN(C(=O)c3cccnc3)C[C@H]21
64. Cc1ccc2c(c1)N(C(=O)CCC(=O)Nc1ccccc1Cl)CCO2
65. Nc1nc(N)n(-c2ccccc2)c(=Nc2ccccc2)n1
Compound,61,62,63,64,65
USP8 block,12,-40,-89,4,7
UCHL1 inh,-1,-3,1,-3,0
USP30 inh,5,9,5,-18,4
USP7 block,5,1,6,-7,3
USP10 inh,1,5,0,-2,-1
USP17 inh,1,-1,-9,-10,18
OTUD3 block,7,-2,6,-3,1
USP28 block,4,9,0,-3,-4
